Compound activity as filed in PubChem BioAssay.
CXCR6 block: blocks human CXCR6 beta-arrestin recruitment | CHO-K1 PathHunter CXCR6 beta-arrestin, luminescence | O00574 | 360,000 tested, 0.36% active | inhibition, % at 20 µM; in the data active = inhibition above about 34%, passing the limit was not always enough;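 also: antagonist mode with CXCL16 agonist at 10 nM final; 0% = 10 nM CXCL16 with DMSO and 100% = unstimulated wells without agonist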
UBC13 inh: human UBC13 polyubiquitination inhibition | UBC13 polyubiquitin chain formation, TR-FRET | inhibition, % at 20 µM | AID 485273 | P61088 | 330,000 tested, 0.47% active; in the data active = inhibition above about 45%, passing the limit was not always enough; inconclusive = no clear call, values can overlap the other calls
ATG4B inhibitor: ATG4B (human) cysteine protease inhibition; Q9Y4P1; ATG4B cleavage of LC3-PLA2, NBD-HPC fluorescence, 1 h; inhibition, % at 8.33 µM; 340,000 tested, 0.51% active; AID 504462; in the data active = inhibition above about 40%
Gli-Sufu block: Gli-Sufu pathway antagonism. AID 588413. 340,000 tested, 0.74% active. Sufu-KO-LIGHT fibroblasts, Gli luciferase reporter luminescence. inhibition, % at 5 µM;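 active = inhibition above about 55%, limit read from the data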;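 also: 0% = DMSO-treated cells and 100% = wells with medium but no cells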
APJ antagonist: blocks the human apelin receptor APJ; AID 2521; inhibition, % at 20 µM; CHO-K1 APJ beta-arrestin complementation, luminescence; 330,000 tested, 0.32% active; P35414;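 active = inhibition above about 40% at 20 µM, limit read from the data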;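 also: cells challenged with 10 nM apelin-13 agonist together with compound; plate controls were apelin-13 plus DMSO wells for no effect and DMSO wells lacking apelin-13 for full effect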
Target sequence (P35414 whole entry, looked up): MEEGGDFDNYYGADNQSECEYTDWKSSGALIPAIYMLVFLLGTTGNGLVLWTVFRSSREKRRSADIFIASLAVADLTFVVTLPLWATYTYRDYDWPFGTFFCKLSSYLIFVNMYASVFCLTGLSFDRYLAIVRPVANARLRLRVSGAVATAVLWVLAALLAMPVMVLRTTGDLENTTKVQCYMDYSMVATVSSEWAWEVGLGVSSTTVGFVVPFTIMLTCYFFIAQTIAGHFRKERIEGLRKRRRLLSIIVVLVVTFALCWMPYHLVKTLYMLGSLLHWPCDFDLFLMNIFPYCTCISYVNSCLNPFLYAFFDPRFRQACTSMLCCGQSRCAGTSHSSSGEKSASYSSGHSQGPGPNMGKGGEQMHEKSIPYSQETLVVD
CCR6 antag: CCR6 (human) receptor antagonism; P51684; CHO-K1 CCR6 PathHunter beta-arrestin, luminescence, CCL20-stimulated; inhibition, % at 20 µM; 340,000 tested, 0.49% active;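 active = compounds whose inhibition of the agonist-driven luminescence signal at 20 µM reaches about 50%, limit read from the data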;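 also: cells stimulated with CCL20 at 14 nM final; plate controls were DMSO with CCL20 for no effect and DMSO without agonist for full effect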
APJ agonist: APJ receptor agonism; CHO-K1 APJ PathHunter beta-arrestin, luminescence; 0% DMSO wells, 100% apelin; AID 2520; 330,000 tested, 0.11% active; P35414; activation, % at 20 µM;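 active = activation more than six SD over the plate average, tested at 20 µM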;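 also: 0% = DMSO alone and 100% = apelin-13 at 10 nM; some results filed as inactive read as strong as hits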
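Test system: CHO-K1 APJ beta-arrestin complementation cell line. Amount: cell density 1000 per well. Controls: DMSO negative, 10 nM Apelin-13 positive. Signal: luminescent beta-gal fragment complementation, chemiluminescent substrate. Read-out basis: agonist-driven arrestin binding to APJ. Timing: compound stimulation 90 min at 25 °C, detection 60 min.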
EBI2 block: EBI2 (human) antagonism; 360,000 tested, 0.81% active; AID 651636; P32249; EBI2 beta-arrestin recruitment, luminescence, 7a,25-OHC stimulated; inhibition, % at 5 µM; in the data active = inhibition above about 38%;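 also: enzyme fragment complementation signal reports receptor beta-arrestin coupling in cells; 0% = agonist plus DMSO wells and 100% = wells without agonist; some results beyond the cut were filed as inactive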
Target sequence (P32249 whole entry, looked up, the tested form may be a part): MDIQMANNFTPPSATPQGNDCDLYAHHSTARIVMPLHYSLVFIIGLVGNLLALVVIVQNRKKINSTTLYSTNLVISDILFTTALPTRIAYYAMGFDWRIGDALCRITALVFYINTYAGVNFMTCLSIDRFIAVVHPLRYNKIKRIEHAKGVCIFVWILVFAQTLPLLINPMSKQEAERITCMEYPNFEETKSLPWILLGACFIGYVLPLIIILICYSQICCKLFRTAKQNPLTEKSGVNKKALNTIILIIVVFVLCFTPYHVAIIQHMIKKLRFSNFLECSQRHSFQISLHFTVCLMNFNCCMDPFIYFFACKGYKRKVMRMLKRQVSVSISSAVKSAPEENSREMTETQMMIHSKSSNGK
The depositor's hits bear a star; ? = inconclusive; · = no result given.

| entry | Structure | CXCR6 block | UBC13 inh | ATG4B inhibitor | Gli-Sufu block |
| --- | --- | --- | --- | --- | --- |
| 1 | CCc1ccccc1NC(=O)CN(C)C(=O)COc1ccc(C)nc1[N+](=O)[O-] | 2 | 3 | 7 | 2 |
| 2 | COc1ccccc1/C=C\C=N\n1c(C2CCCCC2)n[nH]c1=S | 4 | -14 | 1 | 3 |
| 3 | CC(=O)c1cccc(NC(=O)/C(=C\c2ccco2)NC(=O)c2ccco2)c1 | 0 | -5 | -12 | -6 |
| 4 | Cc1ccc(C(=O)N/C(=C/c2ccco2)C(=O)N2CCCCC2)cc1 | 4 | -4 | -3 | 1 |
| 5 | COc1cccc(NC(=O)CN(C)C(C)C(=O)Nc2cc([N+](=O)[O-])ccc2Cl)c1 (stereo not drawn) | -1 | 2 | -13 | -2 |
| 6 | CCc1ccc(/C=N/NC(=O)c2ccc(OC3CCCC3)cc2)s1 | 5 | -10 | -3 | -4 |
| 7 | CCOc1nc(NC(=O)NS(=O)(=O)Oc2cccc(Cl)c2)nc(-c2ccccc2)n1 | -7 | · | -8 | -8 |
| 8 | Cc1ccc(S(=O)(=O)c2nc(-c3ccccc3Cl)oc2N2CCN(C)CC2)cc1 | 9 | 8 | 5 | 10 |
| 9 | CCN(c1ccccc1)S(=O)(=O)c1ccc(Cl)c(C(=O)NCc2ccco2)c1 | 1 | -13 | -7 | 2 |
| 10 | NC(=O)c1ccccc1NC(=O)COC(=O)C1(c2ccccc2)CC1 | -2 | 0 | 1 | -7 |
| 11 | Cc1nc2sc(C(c3ccco3)N3CCN(c4ccccc4F)CC3)c(O)n2n1 (stereo not drawn) | 8 | -3 | -11 | -2 |
| 12 | CN1C(=O)CC(C(=O)Nc2ccccc2F)SC1=Nc1ccc2c(c1)OCO2 (stereo not drawn) | -4 | -9 | -8 | 5 |
| 13 | Cc1cccc(OC(=O)c2ccc3nccnc3c2)c1 | 2 | -1 | -8 | 6 |
| 14 | Cc1ccc(S(=O)(=O)N2CCN(C(=O)CSc3nc4ccccc4o3)C2)cc1 | -7 | 5 | 2 | 0 |
| 15 | CC(C)C1Cc2ccccc2-c2[nH]c(=S)[nH]c(=O)c21 (stereo not drawn) | -8 | ? | -10 | 5 |

| entry | APJ antagonist | CCR6 antag | APJ agonist | EBI2 block |
| --- | --- | --- | --- | --- |
| 1 | -2 | 15 | -2 | -6 |
| 2 | 20 | 25 | -3 | 10 |
| 3 | 10 | 10 | 3 | 9 |
| 4 | 17 | 3 | -3 | -2 |
| 5 | -13 | 3 | 3 | 0 |
| 6 | 17 | -3 | 1 | 11 |
| 7 | · | 4 | · | -6 |
| 8 | 7 | 9 | -2 | 1 |
| 9 | -6 | 23 | -5 | -3 |
| 10 | 16 | -2 | 0 | 2 |
| 11 | -4 | 2 | -5 | -11 |
| 12 | 6 | 11 | -3 | 1 |
| 13 | 8 | 17 | -3 | -8 |
| 14 | 16 | 5 | -1 | 3 |
| 15 | -12 | 2 | -5 | 0 |

Pulled by compound from above, 4 records:
| entry | Structure | CXCR6 block | UBC13 inh | ATG4B inhibitor | Gli-Sufu block |
| --- | --- | --- | --- | --- | --- |
| 3 | CC(=O)c1cccc(NC(=O)/C(=C\c2ccco2)NC(=O)c2ccco2)c1 | 0 | -5 | -12 | -6 |
| 10 | NC(=O)c1ccccc1NC(=O)COC(=O)C1(c2ccccc2)CC1 | -2 | 0 | 1 | -7 |
| 11 | Cc1nc2sc(C(c3ccco3)N3CCN(c4ccccc4F)CC3)c(O)n2n1 (stereo not drawn) | 8 | -3 | -11 | -2 |
| 15 | CC(C)C1Cc2ccccc2-c2[nH]c(=S)[nH]c(=O)c21 (stereo not drawn) | -8 | ? | -10 | 5 |

| entry | APJ antagonist | CCR6 antag | APJ agonist | EBI2 block |
| --- | --- | --- | --- | --- |
| 3 | 10 | 10 | 3 | 9 |
| 10 | 16 | -2 | 0 | 2 |
| 11 | -4 | 2 | -5 | -11 |
| 15 | -12 | 2 | -5 | 0 |

Remaining list, next part.
| entry | Structure | CXCR6 block | UBC13 inh | ATG4B inhibitor | Gli-Sufu block |
| --- | --- | --- | --- | --- | --- |
| 16 | Nc1ccc(-c2ncc(-c3ccccc3)o2)cc1 | 5 | 0 | 0 | 24 |
| 17 | COCCNC(=O)Nc1ccc2c(c1)N(C)C(=O)c1ccccc1S2 | -2 | 5 | 6 | 4 |
| 18 | COc1ccc(C(CC(=O)NCc2ccco2)c2ccc(F)cc2)cc1 (stereo not drawn) | 3 | 9 | 36 | 5 |
| 19 | COc1cc(C)c(CN2CCCCC2CO)cc1C (stereo not drawn) | 9 | 7 | 4 | 6 |
| 20 | CC(=O)N1c2ccc(S(=O)(=O)N3CCC(C(=O)N4CCN(c5cc(Cl)ccc5C)CC4)CC3)cc2CC1C (stereo not drawn) | -8 | -2 | -5 | 43 |
| 21 | O=C(c1cn(-c2ccccc2)nc1-c1cccc([N+](=O)[O-])c1)N1CCCCC1 | 1 | 0 | -8 | 10 |
| 22 | CCOC(=O)COc1ccc2nsnc2c1 | 0 | 17 | -11 | -3 |
| 23 | Cc1ccc(C)c(-n2c(CNc3ccc(F)cc3)nnc2SCC(N)=O)c1 | 2 | -1 | -13 | 11 |
| 24 | COc1ccc(NC(=O)NS(=O)(=O)c2ccc(C)cc2)c(OC)c1 | -13 | -4 | 5 | 1 |
| 25 | COc1ccc(S(=O)(=O)N2CCCCC2)cc1NC(=O)c1cnc(C)cn1 | 6 | 0 | -10 | 6 |
| 26 | Cc1cc(Cl)ccc1N=C1N=C(N)c2ccccc21 | 0 | 0 | 18 | 14 |
| 27 | COc1ccccc1NC(=O)C/C(C)=N/NC(=O)C12CC3CC(CC(C3)C1)C2 | 7 | 2 | -10 | 2 |
| 28 | CC#CC[N+](C)(C)CCCCCCCCCC | -1 | 6 | 9 | 68* |
| 29 | COc1ccc(OCC(O)CNS(=O)(=O)c2ccc(C)cc2)cc1 (stereo not drawn) | 1 | -4 | -10 | -4 |
| 30 | CCOc1ccc(NC(=O)CN2C(=O)C(C)SC(C)C2=O)cc1 (stereo not drawn) | -11 | -10 | -3 | 1 |
| 31 | O=C(CN1CCOCC1)Nc1ccc(OCc2ccccc2)cc1 | -4 | 4 | -13 | -2 |
| 32 | CC(C)(O)C#Cc1ccc(C(=O)N2CCC(C(N)=O)(N3CCCCC3)CC2)cc1 | 12 | -3 | -2 | 0 |

| entry | APJ antagonist | CCR6 antag | APJ agonist | EBI2 block |
| --- | --- | --- | --- | --- |
| 16 | 11 | 4 | 1 | 7 |
| 17 | 21 | 4 | -2 | -5 |
| 18 | 15 | 8 | -1 | 6 |
| 19 | -21 | 13 | -1 | -9 |
| 20 | -25 | 10 | 11 | 8 |
| 21 | -24 | 14 | -3 | 9 |
| 22 | -28 | -9 | 5 | -1 |
| 23 | 13 | 2 | 0 | 2 |
| 24 | -23 | -6 | -1 | -9 |
| 25 | 9 | 3 | -2 | 4 |
| 26 | 16 | 4 | -2 | 3 |
| 27 | 9 | -8 | -2 | 7 |
| 28 | 0 | 8 | 1 | 6 |
| 29 | 12 | 3 | 1 | 25 |
| 30 | -2 | -3 | -1 | -2 |
| 31 | 5 | 12 | 1 | -5 |
| 32 | 3 | -1 | 1 | -3 |

Entries of single compounds as entered above. Values in the order: CXCR6 block	UBC13 inh	ATG4B inhibitor	Gli-Sufu block	APJ antagonist	CCR6 antag	APJ agonist	EBI2 block
CC(C)C1Cc2ccccc2-c2[nH]c(=S)[nH]c(=O)c21 (stereo not drawn) reads -8	?	-10	5	-12	2	-5	0
COCCNC(=O)Nc1ccc2c(c1)N(C)C(=O)c1ccccc1S2 reads -2	5	6	4	21	4	-2	-5
CC#CC[N+](C)(C)CCCCCCCCCC reads -1	6	9	68*	0	8	1	6
CCOc1nc(NC(=O)NS(=O)(=O)Oc2cccc(Cl)c2)nc(-c2ccccc2)n1 reads -7	·	-8	-8	·	4	·	-6
